p53 reactivator – qHTS assay for re-activators of p53 using a Luc reporter | Potency, µM (top dose mostly 92.2 µM), for inactives: at the top dose activity change, positive = activation, actives largely listed as activators | H1299 p53-A138V BP100-luciferase reporter, luminescence, 24 h | hit rate 0.063% among 320,000 | AID 504706, 2011; also: potency is read from the fitted curve at half-maximal effect; % of control where 0% means no effect; nearly all actives have a fitted effect of over 45% in size
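p53-null H1299 cells stably carrying temperature-sensitive p53-A138V and a BP100-luciferase reporter were pinned with compounds (4-point, 1:5 series) and held 24 hrs at 37 deg C. Luminescence was read 10 min after detection reagent.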
Rab9 prom act – qHTS Assay for Rab9 Promoter Activators; Huh7 Rab9 promoter-luciferase reporter, luminescence, 24 h; Potency, µM (top dose mostly 9.22 µM), inactives show at the highest dose activation, negative = inhibition, usual class: activators; hit rate 2.8% among 320,000; AID 485297, 2010; also: potency is read from the fitted curve at half-maximal effect; % of control where 0% means no effect; nearly all actives have a fitted effect of over 60% in size
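Using Huh7 cells stably transfected with Rab9 promoter–luciferase, compounds were incubated 24 h at 37 °C, 5% CO2; luciferase luminescence was read 10 min after reagent addition.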
PKM2 activator – qHTS Assay for Activators of Human Muscle isoform 2 Pyruvate Kinase; AID 1631, 2009; purified PKM2, Kinase-Glo ATP luminescence, activation; response scale: 0% is enzyme alone, no compound; hit rate 0.34% among 260,000; Potency, µM (series often up to 57.5 µM), for inactives: at the highest dose activation, actives largely listed as activators; also: potency is read from the fitted curve at half-maximal effect; % is scaled to controls: 0 for no effect and ±100 for the full control effect; nearly all actives have a fitted effect of over 55% in size
Target sequence (P14618 whole entry, looked up, canonical isoform): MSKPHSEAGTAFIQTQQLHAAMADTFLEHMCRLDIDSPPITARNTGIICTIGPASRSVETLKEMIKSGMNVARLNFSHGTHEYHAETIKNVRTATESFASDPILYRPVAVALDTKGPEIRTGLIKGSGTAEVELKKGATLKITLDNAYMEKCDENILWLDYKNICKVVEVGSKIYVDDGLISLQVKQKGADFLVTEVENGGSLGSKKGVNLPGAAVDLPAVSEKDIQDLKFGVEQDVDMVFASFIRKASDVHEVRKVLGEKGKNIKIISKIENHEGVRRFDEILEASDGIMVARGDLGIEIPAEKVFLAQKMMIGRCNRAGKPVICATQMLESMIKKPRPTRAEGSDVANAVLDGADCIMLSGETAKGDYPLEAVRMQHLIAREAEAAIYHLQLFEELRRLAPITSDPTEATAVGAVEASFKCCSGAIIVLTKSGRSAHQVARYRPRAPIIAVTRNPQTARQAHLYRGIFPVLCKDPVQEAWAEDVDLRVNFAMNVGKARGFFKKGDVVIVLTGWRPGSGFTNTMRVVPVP
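Purified hPK-M2 (>95%) run at intermediate activity with 0.1 mM ADP and 0.5 mM PEP in 50 mM imidazole pH 7.2, KCl, MgCl2; 1 h room temperature. ATP formed read by Kinase-Glo luminescence; normalized to uninhibited and no-enzyme controls.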
ELG1 genotoxic – qHTS screen for small molecules that induce genotoxicity in human embryonic kidney (HEK293T) cells expressing luciferase-tagged ELG1; HEK293T ELG1-luciferase reporter, luminescence, 16 h; Potency, µM (highest dose often 46 µM), for the others: top-dose activity change, positive = activation, usual class: activators; hit rate 1.3% among 330,000; AID 504466, 2011; also: potency is read from the fitted curve at half-maximal effect; % of control where 0% means no effect; nearly all actives have a fitted effect of over 60% in size
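HEK293T cells expressing luciferase-tagged ELG1 were treated with compound or DMSO for 16 hr at 37°C. Luciferase activity was then read after 30 min with ONE-Glo at room temperature; rising signal flags genetic stress.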
RORg inh – qHTS for inhibitors of ROR gamma transcriptional activity. Nuclear receptor ROR-gamma (Mus musculus), P51450. Drosophila S2 Gal4-RORgamma UAS-luciferase reporter, 20 h. Potency, µM (doses to about 53.6 µM), for inactives: at the top dose activity change, negative = inhibition, hits mostly inhibitors. hit rate 5.4% among 310,000; also: potency is read from the fitted curve at half-maximal effect; % is scaled to controls: 0 for no effect and ±100 for the full control effect; nearly all actives have a fitted effect of over 60% in size
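Stably transfected Drosophila Schneider cells are the test system, with ROR gamma fused to Gal4 and luciferase under UAS control; luminescence is read after 20 hr of 700 uM copper sulfate induction at ambient temperature.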
BRCA1 expr act – qHTS Assay to Identify Small Molecule Activators of BRCA1 Expression; MCF7-BRCA1-FFLuc reporter, luminescence, 48 h; response scale: scaled: vehicle 0%, 10 µM genistein 100%; Potency, µM (doses to about 46.1 µM), for inactives: at the highest dose activation, actives largely listed as activators; hit rate 1.1% among 380,000; AID 624202, 2012; also: potency is read from the fitted curve at half-maximal effect; nearly all actives have a fitted effect of over 80% in size; some results filed as inactive show a strong effect at the top dose
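Activators of BRCA1 expression were detected as increased firefly luciferase luminescence in engineered MCF7 cells after 48 h compound incubation. Signals were scaled to genistein 10 microM as full activation.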
Giardia kill – Small Molecules that selectively kill Giardia lamblia: qHTS. Giardia lamblia trophozoite viability. activity change, % at 7.66 µM, hits read low. hit rate 0.15% among 340,000; in the data active = activity change below about -80%; inconclusive = between about -30% and that limit;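 also: parasites exposed to compound for two days anaerobically before the ATP read; % is scaled to controls: 0 for no effect and ±100 for the full control effect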
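Luminescent ATP signal served as the viability read-out, measured 15-30 min after adding ATP detection reagent to trophozoites that had been incubated with compounds for 48 hrs at 37 deg C anaerobically at 100 cells/well.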
Menin-MLL TR inh – qHTS Assay for Inhibitors Targeting the Menin-MLL Interaction in MLL Related Leukemias: Competition With Texas Red Labeled MLL-derived Mutant Peptide; O00255; Menin + Texas Red MLL mutant peptide, fluorescence polarization; Potency, µM (doses to about 61.6 µM), inactives show top-dose FP activity change, negative = inhibition, most hits filed as inhibitors; hit rate 0.23% among 270,000; active = well fitted inhibition curve with a large enough effect in the polarisation, with a control signal flat, not every such curve was filed as active; inconclusive = small, poorly fitted or top-dose-only effect, or effect the other way, or a change in a side signal; inactive = no such curve, though single readings can be large or run the other way; the % refers to the polarisation; also: potency is read from the fitted curve at half-maximal effect; % of control where 0% means no effect; many of its hits are not listed in these tables
Target sequence (O00255 whole entry, looked up): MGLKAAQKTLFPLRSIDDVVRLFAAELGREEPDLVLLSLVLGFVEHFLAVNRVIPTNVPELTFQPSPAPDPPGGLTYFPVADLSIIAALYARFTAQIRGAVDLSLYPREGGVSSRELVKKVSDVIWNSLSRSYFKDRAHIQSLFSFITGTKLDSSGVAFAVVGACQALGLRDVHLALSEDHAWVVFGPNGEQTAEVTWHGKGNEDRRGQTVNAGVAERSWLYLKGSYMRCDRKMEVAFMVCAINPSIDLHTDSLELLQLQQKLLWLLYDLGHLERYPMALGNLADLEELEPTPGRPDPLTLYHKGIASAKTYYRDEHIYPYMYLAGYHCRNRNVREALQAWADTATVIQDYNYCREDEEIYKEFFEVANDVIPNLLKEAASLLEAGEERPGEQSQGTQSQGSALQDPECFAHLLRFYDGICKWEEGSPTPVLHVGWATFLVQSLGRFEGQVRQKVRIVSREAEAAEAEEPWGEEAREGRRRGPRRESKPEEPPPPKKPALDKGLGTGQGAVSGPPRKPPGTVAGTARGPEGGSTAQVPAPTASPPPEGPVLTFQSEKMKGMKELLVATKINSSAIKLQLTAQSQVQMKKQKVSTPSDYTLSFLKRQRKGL
VP16 counter – VP16 counterscreen qHTS for inhibitors of ROR gamma transcriptional activity; Drosophila S2 Gal4-VP16 UAS-luciferase, luminescence, 20 h; hit rate 3.5% among 310,000; Potency, µM (titrated, usually from 53.6 µM), for the others: at the top dose activity, negative = inhibition, hits mostly inhibitors;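 also: Gal4-VP16 expression switched on by copper sulfate through the metallothionein promoter; potency is read from the fitted curve at half-maximal effect; % is scaled to controls: 0 for no effect and ±100 for the full control effect; nearly all actives have a fitted effect of over 50% in size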
FLuc counter – qHTS profiling assay for firefly luciferase inhibitor/activator using purifed enzyme and Km concentrations of substrates (counterscreen for miR-21 project); Luciferin 4-monooxygenase (Photinus pyralis), P08659; purified FLuc, Km substrates, luminescence inhibition; Potency, µM (highest dose often 57.5 µM), for the others: at the highest dose activity change, negative = inhibition, hits mostly inhibitors; hit rate 6.9% among 360,000; AID 588342, 2011;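 also: potency is read from the fitted curve at half-maximal effect; plate controls were vehicle for no effect and reference inhibitor for full effect; nearly all actives have a fitted effect of over 55% in size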
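Biochemical qHTS of compounds, final roughly 60 µM downward over six points, against 10 nM purified firefly luciferase using Km concentrations of substrates (10 uM D-luciferin, 10 uM ATP) in Tris acetate pH 7.5 buffer; luminescence output.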
NPC1 promoter act – qHTS Assay for NPC1 Promoter Activators | hit rate 2.4% among 320,000 | AID 485313, 2010 | Huh7 NPC1 promoter luciferase reporter, 24 h | Potency, µM (doses to about 9.22 µM), for inactives: at the highest dose activation, most hits filed as activators;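 also: potency is read from the fitted curve at half-maximal effect; % of control where 0% means no effect; nearly all actives have a fitted effect of over 60% in size; reporter is driven by a mutant NPC1 promoter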
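Luciferase expression driven by the NPC1 promoter was measured in stably transfected Huh7 cells after a 24 h compound incubation, using a luciferase reagent and a luminescence read.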
An asterisk follows results filed as active; ? = inconclusive; . = no result given; [ ] = dose if it differs, or a comment. Unless noted, calls follow the shape of the dose curve; as a rule, active = well fitted curve in the direction sought with a large enough effect; inconclusive = small, poorly fitted or top-dose-only effect, or another doubt; inactive = no such curve, though single readings can be large; an effect the other way counts as inactive or inconclusive. An excerpt; rates above refer to the full screens.

SMILES	p53 reactivator	Rab9 prom act	PKM2 activator	ELG1 genotoxic	RORg inh	BRCA1 expr act	Giardia kill	Menin-MLL TR inh	VP16 counter	FLuc counter	NPC1 promoter act
CC(C)C(=O)NC(C)C(c1cccs1)N1CCOCC1 (centres undefined)	5.4%	-4.3%	-0.6%	0.3%	22.1%	4.1%	5.7	6.0%	-5.8%	1.5%	-2.0%
Cc1ccc(S(=O)(=O)Nc2ccc(-n3c(C)nc4ccccc4c3=O)cc2)cc1	-4.8%	-1.9%	.	0.6%	.	-1.5%	15.6	.	.	6.5%	-4.9%
O=C(O)C1CC=CCC1C(=O)N1CCCC1 (centres undefined)	-3.0%	4.4%	-10.0%	1.8%	22.4%	-3.0%	2.0	4.6%	8.3%	0.2%	-2.7%
O=C(CN1C(=O)/C(=C\c2cccc(Br)c2)Oc2ccccc21)NCC1CCCO1 (centres undefined)	-4.1%	0.2%	.	-1.9%	-2.9%	-15.0%	9.8	.	-3.1%	-15.3%	1.9%
COc1ccccc1N1CCN(C(=O)CN(c2ccccc2OC)S(=O)(=O)c2ccccc2)CC1	?	-7.2%	-6.1%	0.0%	34.8%	-1.7%	6.3	?	-3.8%	0.2%	-1.4%
Cc1nnsc1SCCNC(=O)Nc1ccc(Cl)cc1	-3.6%	21.1%	-0.7%	3.6%	42.6%	79.8%	23.1	?	-3.6%	?	18.9%
CC(C)Cc1nnc(NC(=O)CCC(=O)N2CCN(c3ccc(Cl)cc3)CC2)s1	-9.2%	-1.3%	4.5%[0.46 µM]	-5.0%	24.7%	-25.2%	-10.0	-12.8%	-0.1%	7.3%	-2.0%
CC(=O)NC(=C(Cl)Cl)S(=O)(=O)c1ccccc1	-10.3%	-7.1%	1.9%	-11.9%	12.6µM*	-89.0%	30.8[activator]	8.5%	?	1.6%	-10.4%
O=C(NN=C1C2CC3CC1CC(Cl)(C3)C2)c1ccccn1	?	-11.6%	-7.6%	-7.2%	-13.9%	?	-26.0	3.6%	8.5%	3.0%	-2.5%
COc1cccc(-c2nc(CS(=O)(=O)CC(=O)NCCCN3CC(C)CC(C)C3)c(C)o2)c1 (centres undefined)	-4.5%	-0.2%	.	0.4%	-13.6%	9.1%	37.9[activator]	-0.4%	10.9%	-0.7%	-0.8%
CCCn1c(S(=O)(=O)O)nc2ccccc21	-4.8%	1.6%	-3.2%	-0.9%	0.2%	0.0%	1.0	.	-4.9%	0.3%	0.0%
O=C(Nc1ccc(F)c(Cl)c1)c1cccnc1	.	8.5%	-3.2%	9.6%	17.5%	53.7%	-23.8	1.1%	0.8%	1.8%	6.6%
O=C(CN1C(=O)S/C(=C\c2ccccc2Cl)C1=O)NCCCn1ccnc1	-6.1%	-0.6%	.	1.6%	-10.5%	-4.9%	-6.8	.	3.0%	?	0.8%
Cc1ccccc1-c1nc(CN2CCC(C(=O)NCc3ccco3)CC2)c(C)o1	-8.8%	4.3%	-0.8%	0.9%	-7.6%	9.4%	7.7	?	1.2%	5.6%	1.7%
CC(C)C[C@H](N)C(=O)N1CCC(C(=O)N[C@H](C(=O)NCc2ccc(F)cc2)C(C)C)CC1	.	-2.9%	-0.2%	-1.5%	-3.3%	-7.7%	-0.3	12.5%	4.5%	1.0%	-2.9%
Nc1nnc(-c2cccc([N+](=O)[O-])c2)o1	0.8%	1.2%	4.5%	0.7%	-10.6%	-0.8%	7.0	.	-5.4%	-3.2%	-4.2%
COc1ccc(S(=O)(=O)CC(=O)c2cc3cc(Br)ccc3oc2=O)cc1	-0.8%	-1.2%	.	4.8%	-44.6%	-29.4%	11.9	.	?	-16.9%	0.1%
CN1CCN(c2ccc([N+](=O)[O-])c(-n3nc(-c4ccccc4)c4ccccc4c3=O)c2)CC1	-29.9%	-1.0%	9.2%	4.7%	15.9%	-9.9%	9.7	-6.3%	-0.6%	10.0%	-3.5%
Cc1cc(CSc2ccccc2)ccc1NC(=O)c1ccc(Cl)c([N+](=O)[O-])c1	-11.3%	1.9%	-17.6%	-1.5%	-1.8%	-11.2%	-10.3	25.6%	-9.7%	-3.1%	4.4%
CC(C)c1ccc(OCC(=O)NC(=S)Nc2ccc3c4c(cccc24)CC3)cc1	-3.9%	0.8%	-8.2%	0.3%	?	2.2%	7.3	-14.9%	-18.7%	-1.8%	-5.8%
COCCn1nnnc1C(CC(C)C)N1CCN(c2ccccc2)CC1 (centres undefined)	-3.1%	-1.6%	-0.9%	0.1%	16.7%	-0.9%	-12.8	-8.2%	-1.0%	5.8%	-4.4%
CCN1CCCC1CN(Cc1cc2c(C)cc(C)cc2[nH]c1=O)C(=O)NC1CCCCC1 (centres undefined)	?	-5.9%	6.0%	5.3%	29.8%	3.0%	2.4	2.3%	8.7%	3.5%	2.5%
CCOc1cc(-c2nccc3cc(OC)c(OC)cc23)cc(OCC)c1OCC	-12.0%	-0.5%	.	-9.8%	8.91µM*	-22.7%	13.0	?	5.62µM*	-0.5%	-5.0%
NCCc1nnc(SCC(=O)Nc2cccc(Cl)c2)o1	4.6%	3.2%	.	0.4%	-2.1%	4.4%	27.4	.	5.8%	2.8%	-0.3%
CC(C)(C)NCC(O)COc1ccccc1C(C)(C)C (centres undefined)	11.6%	-0.6%	-9.2%	-1.7%	-4.2%	-18.0%	-12.2	2.2%	2.0%	4.1%	0.1%
CSCCC(NC(=O)c1cccc(S(=O)(=O)N2CCOCC2)c1)C(=O)Nc1cccc(C)c1 (centres undefined)	-5.2%	-12.5%	-7.6%	2.1%	-12.1%	-7.1%	14.5	0.5%	1.7%	-0.3%	-4.2%
CCC/C=N/NC(=O)CNC(=O)c1ccccc1Cl	-0.6%	2.9%	-3.0%	-1.4%	-10.3%	-6.0%	17.7	12.0%	9.9%	-9.2%	-3.0%
CCCCCn1c(CCCNC(=O)CC)nc2ccccc21	0.2%	-3.7%	-1.7%	-0.2%	?	-9.1%	1.4	-17.7%	-6.2%	2.8%	-1.0%
O=C(Nc1nnc(S(=O)(=O)N2CCN(c3ccc(F)cc3)CC2)s1)c1ccco1	1.2%	2.9%	.	4.6%	12.5%	11.1%	-4.3	.	26.2%	19µM*	0.6%
COc1cc2ccccc2cc1C(=O)Nc1ccccc1Cl	?	26.1%	.	?	-17.4%	65.2%	-14.6	13.1%	-0.1%	3.38µM*	?
Cc1ccc(NC(=O)CCn2c(=O)[nH]c3ccsc3c2=O)cc1	-4.1%	-1.6%	6.8%	-1.2%	-4.1%	14.7%	-9.0	2.6%	-23.7%	-12.3%	3.9%
CC1CCN(C(=O)CN2C(=O)NC(c3ccccc3)(c3ccccc3)C2=O)CC1	-6.1%	0.3%	.	-2.3%	.	-4.7%	5.2	.	.	5.3%	-2.9%
O=[N+]([O-])c1ccc2nc(CN3CCCCC3)[nH]c2c1	17.7%	15.0%	-2.4%	2.6%	23.1%	40.8%	-6.8	1.8%	-17.5%	-9.8%	8.6%
O=C(O)C1CC(=O)N(c2ccc(OCc3ccccc3)cc2)C1 (centres undefined)	3.0%	0.3%	1.0%	-1.2%	-21.0%	-10.7%	-7.8	.	-6.4%	?	0.0%
Cc1ccc(-c2c(C(=O)N/N=C/C3CCCCC3)nnn2-c2nonc2N)cc1	1.3%	-2.3%	-6.5%[0.46 µM]	-0.3%	-28.6%	-27.0%	0.0	1.4%	2.0%	0.9%	-5.4%
CCOC(=O)COc1ccc2c(c1)c(C(C)=O)c(C)n2-c1ccccc1	-3.9%	-4.4%	.	-1.7%	23.6%	-15.7%	26.2	?	-8.1%	3.4%	-1.4%
CCOC(=O)c1ccc(NC(=O)CCc2nc(-c3ccc(Cl)cc3)no2)cc1	-15.0%	-15.4%	4.4%	0.8%	27.6%	-29.9%	23.0	34.8%[activator]	-4.8%	-3.6%	-4.6%
COc1cc(C(O)P(=O)(OC2CCCCC2)c2ccc(N(C)C)cc2)cc(OC)c1OC (centres undefined)	-18.5%	-8.8%	-11.9%	0.5%	3.6%	-27.0%	-4.3	-2.7%	4.4%	6.8%	-7.4%
COCCCN1CC(=O)N2C(c3ccc(C)cc3)c3[nH]c4ccccc4c3C[C@H]2C1=O (some centres undefined)	-2.5%	-4.9%	.	-0.7%	24.7%	-20.7%	-12.4	15.6%	4.7%	-0.7%	-1.4%
O=C(Nc1cc(N2CCCCC2)ncn1)c1ccccc1	0.2%	-14.1%	-1.4%	11.3%	-36.4%	-59.7%	-2.7	-2.0%	8.1%	?	-12.8%

High-throughput results (PubChem)
